MITF inh = inhibitors of human MITF; O75030; AlphaScreen MITF homodimerization, bead proximity signal; inhibition, % at 2.6 µM; 650,000 compounds, 0.91% hits; in the data active means inhibition above about 50%;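 further: 0% = vehicle wells with protein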
FBW7 activator = activators of human E3 ligase FBW7; Q969H0; AlphaScreen FBW7–phospho-cyclin E peptide binding, activator screen; normalized activity (activation), % at 26.1 µM; 650,000 compounds, 0.13% hits; AID 1259310; in the data active means normalized activity above about 1.9%;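 further: purified mutant Fbw7 with reduced substrate affinity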
Target sequence (Q969H0 whole entry, looked up): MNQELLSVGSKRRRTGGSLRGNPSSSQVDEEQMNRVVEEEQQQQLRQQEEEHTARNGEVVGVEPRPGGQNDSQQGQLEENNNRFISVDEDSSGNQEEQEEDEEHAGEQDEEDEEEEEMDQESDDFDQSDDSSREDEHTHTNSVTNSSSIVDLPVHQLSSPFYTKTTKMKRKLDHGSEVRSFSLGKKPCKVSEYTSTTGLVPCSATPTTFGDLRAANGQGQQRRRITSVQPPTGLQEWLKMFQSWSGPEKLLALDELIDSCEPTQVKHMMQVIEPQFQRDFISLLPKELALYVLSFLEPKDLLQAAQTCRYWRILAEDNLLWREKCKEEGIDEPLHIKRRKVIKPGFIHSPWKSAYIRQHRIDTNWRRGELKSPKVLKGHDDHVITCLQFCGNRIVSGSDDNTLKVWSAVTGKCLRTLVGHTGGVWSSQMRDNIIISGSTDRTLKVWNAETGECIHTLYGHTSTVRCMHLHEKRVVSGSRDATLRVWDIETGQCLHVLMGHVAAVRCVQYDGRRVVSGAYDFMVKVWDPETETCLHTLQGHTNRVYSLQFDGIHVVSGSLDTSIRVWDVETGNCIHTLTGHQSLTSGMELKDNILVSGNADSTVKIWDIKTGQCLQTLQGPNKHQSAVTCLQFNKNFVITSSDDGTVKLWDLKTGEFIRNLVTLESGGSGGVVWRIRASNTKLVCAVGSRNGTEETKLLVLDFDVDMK
TEAD-YAP inh = TEAD-YAP interaction inhibition. 640,000 compounds, 1.4% hits. inhibition, % at 9.12 µM. HEK-TIYL cells, TEAD-Gal4/YAP UAS-luciferase luminescence; in the data active means inhibition above about 32%;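 further: 0% = median of test compound wells and 100% = reference inhibitor wells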
GPR151 ag = activates the human receptor GPR151. Q8TDV0. PathHunter beta-arrestin GPR151 cells, luminescence. activation, % at 11.2 µM. 650,000 compounds, 1% hits. AID 1508602; in the data active means activation above about 4.9%;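 further: 0% = median of compound wells and 100% = cells with positive control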
Target sequence (Q8TDV0 whole entry, looked up): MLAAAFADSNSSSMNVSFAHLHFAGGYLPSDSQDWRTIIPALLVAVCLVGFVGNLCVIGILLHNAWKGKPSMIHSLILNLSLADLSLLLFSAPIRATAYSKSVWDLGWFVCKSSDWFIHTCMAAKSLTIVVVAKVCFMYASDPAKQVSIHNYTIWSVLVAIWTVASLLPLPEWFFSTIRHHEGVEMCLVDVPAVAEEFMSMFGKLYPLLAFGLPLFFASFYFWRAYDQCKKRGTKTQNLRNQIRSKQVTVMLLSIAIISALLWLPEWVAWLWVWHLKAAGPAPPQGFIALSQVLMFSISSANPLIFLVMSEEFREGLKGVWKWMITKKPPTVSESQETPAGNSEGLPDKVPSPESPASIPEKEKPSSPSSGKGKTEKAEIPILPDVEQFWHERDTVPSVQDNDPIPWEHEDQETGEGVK
Numbers without * were called inactive; x = no result given.

SMILES	MITF inh	FBW7 activator	TEAD-YAP inh	GPR151 ag
Fc1cnc(N/N=C\c2cccnc2)nc1N1CCOCC1	7	-0.4	-14	2.1
CCC(=O)N1CCc2cc(S(=O)(=O)N3CCN(c4cc(Cl)ccc4C)CC3)ccc21	-3	0.1	3	-0.7
CC(NC(=O)C1CCC(=O)N1C1CCCC1)c1ccccc1 (centres undefined)	7	0.1	6	-0.1
CC(=O)Nc1ccc(S(=O)(=O)NC2(C(F)(F)F)N=C(c3ccccc3)NC2=O)cc1 (centres undefined)	-1	0.2	5	-0.8
CC(=O)C1=C(O)C(=O)N(CCN2CCNCC2)C1c1ccc(F)cc1 (centres undefined)	101*	0.0	1	-0.6
O=C(CSc1nnc2ccc(-c3ccc(F)cc3)nn12)Nc1ccc2c(c1)OCCO2	-19	0.6	17	0.6
COc1cccc(C(=O)OCC(=O)N2CCc3ccccc32)c1OC	6	0.0	1	-1.2
CCCCOc1ccc(-c2nc(SCC(N)=O)n[nH]2)cc1	14	1.0	-21	-0.6
O=C(CCSCCc1ccccn1)Nc1ccc(Cl)cc1	-1	0.0	-3	-0.5
O=C(Nc1ccc(-c2noc(-c3ccc([N+](=O)[O-])cc3Cl)n2)cc1)c1ccc(Br)o1	0	0.5	-17	0.3
COC(=O)c1ccc(CNCCC2CCC(=O)N2CCCn2ccnc2)cc1 (centres undefined)	-3	0.0	1	-0.9
CCOC(=O)c1c(NC(=O)C(C)Sc2nnc(CNC(=O)c3ccc(OC)cc3)n2-c2ccc([N+](=O)[O-])cc2)sc2c1CCCC2 (centres undefined)	7	-0.1	11	0.4
Cc1cc(NCc2nc3ccccc3[nH]2)nc(Nc2ccccc2)n1	11	0.4	1	-0.4
CCOc1cc2c(cc1OC)C(c1ccc(N(C)C)cc1)NCC2 (centres undefined)	0	-0.1	3	-0.9
COc1ccc(N)c(S(=O)(=O)N2CCOCC2)c1	8	-0.1	3	1.0
CCOCCn1c(CN2CCCCC2CC)nc2c1c(=O)n(C)c(=O)n2C (centres undefined)	4	0.2	9	0.8
COc1cc2c(cc1OC)C(Nc1cc(C)ccc1C)=NC(C)(C)C2	-11	0.8	-2	-1.8
CC(NCCCN(C)C)C(=O)N1CCc2ccccc21 (centres undefined)	6	0.6	4	0.1
Cc1nnc(SCC(=O)Nc2ccccc2N2CCOCC2)s1	0	0.1	17	-0.2
O=C(CCS(=O)(=O)c1ccccc1)NNC(=O)c1nn(-c2ccc(Cl)cc2)cc1O	8	-1.0	-1	-1.1
CCCCCn1c(=S)[nH]c2cc(C(=O)N3CCN(c4ccccc4)CC3)ccc2c1=O	1	-0.2	5	-0.5
COc1ncc(-c2cnn3c(NCCCN4CCOCC4)ccnc23)c(OC)n1	21	-0.1	4	0.1
COc1ccccc1NC(=O)Cn1c(C2CC2)nc2c(cnn2-c2ccccc2)c1=O	10	0.5	8	-0.6
COc1cc(Br)cc(C2Oc3nc(SC)nnc3-c3ccccc3N2C(C)=O)c1OC (centres undefined)	0	-0.1	1	0.0
CC(C)S(=O)(=O)N1CC[C@@H]2[C@H](CCCN2C(=O)[C@@H]2C[C@@H]3C=C[C@H]2C3)C1	-5	-0.1	-3	-1.7
Cc1ccc(NC2SC(=O)N(c3ccccc3C)C2=O)cc1 (centres undefined)	13	0.3	-21	-1.8
CCOCCOC(=O)C1=C(C)NC2=C(C(=O)CC(c3ccc(Cl)cc3)C2)C1c1cccc(OC)c1 (centres undefined)	4	0.1	13	1.3
O=C(O)c1ccc2c(c1)C(=O)N(c1ccc(O)cc1)C2=O	-1	0.2	1	-3.2
CCOC(=O)/C(=C\c1ccc(-c2ccccc2[N+](=O)[O-])o1)C(C)=O	-3	-0.4	-1	0.0
CCOC(=O)CNC(=O)c1ccc(OCC(F)(F)F)cc1	-5	0.0	-1	-7.6
O=C1C2C3C=CC(O3)C2C(=O)N1c1ccc2c(c1)OCO2 (centres undefined)	0	-0.1	-13	-0.6
CC(=O)N1C/C(=N/NC(N)=S)c2cc(Br)ccc21	15	0.0	3	0.7
O=C(CN(C(=O)CNS(=O)(=O)c1ccccc1)C1CCCCC1)NCc1ccco1	5	0.0	10	0.5
O=C(Nc1cccc(F)c1)C1CCCN1C(=O)Nc1cccc(F)c1 (centres undefined)	-1	0.1	-4	-0.8
CCC(C(=O)O/N=C(\N)c1ccc(C)cc1)c1ccccc1 (centres undefined)	-12	-0.1	2	-1.3
Cc1cc(Nc2ncc(Cl)c(Nc3ccccc3C(N)=O)n2)ccc1N1CCOCC1	3	0.9	18	-0.4
COCCSc1nnc(-c2cccc([N+](=O)[O-])c2)n1C	-11	-0.2	30	-7.8
COc1ccc(/C=C/C(=O)NCC(=O)N/N=C\c2cc(Br)ccc2O)cc1	20	-0.2	10	-0.7
O=C(NCCc1nnc2n1CCN(CC1CC=CCC1)CC2)c1ccco1 (centres undefined)	-9	-0.3	3	-1.6
COc1ccccc1C(=O)Nc1nnc(SCC(=O)NC2CCCCC2)s1	4	-0.2	-59	-1.9
CCc1ccc(NC(=O)c2cc(S(=O)(=O)N3CCN(c4ccccc4F)CC3)ccc2F)cc1	0	0.1	1	0.1
COc1ccc(C(=O)Oc2ccc3c(=O)c(Oc4ccccc4Br)coc3c2)cc1OC	2	0.9	-9	0.0
CCOC(=O)C1=C(c2ccccc2)N=c2s/c(=C\c3cccnc3)c(=O)n2C1c1c(OC)ccc2ccccc12 (centres undefined)	11	0.1	-8	1.1
Cc1c(C)n2c(SCC(=O)NCC3CCCO3)nnc2[nH]c1=O (centres undefined)	8	-0.1	-2	1.3
COC(=O)c1ccccc1NC(=O)CN(C1CCCCC1)S(=O)(=O)c1ccccc1	18	0.4	5	1.1
CCCOC(=O)c1ccc(NC(=O)c2ccc(C)cc2)cc1	-4	0.0	-21	1.7
CC1CC(C)CN(C(=O)C2(S(=O)(=O)c3ccc(Cl)cc3)CC2)C1 (centres undefined)	14	0.3	-2	-1.3
COc1c(C)cccc1C(=O)Nc1ccc2oc(-c3ccncc3)nc2c1	6	-0.1	-6	-0.6
COc1ccc(C(=O)NCCn2cc(SC(=N)N)c3ccccc32)cc1	-4	-0.2	0	1.7
NC(=O)Cn1c(=O)n(-c2cccc(Cl)c2)c(=O)c2cc(-c3ccccc3)sc21	-16	-0.3	2	1.0
O=C(Nc1ccc2c(c1)oc1ccccc12)c1cc([N+](=O)[O-])ccc1Br	2	-0.2	33*	0.5
Cc1ccccc1-c1nc2cc(NC(=O)c3ccc4c(c3)OCCO4)ccc2o1	1	-0.1	-15	-0.4
COc1ccc([N+](=O)[O-])cc1NS(=O)(=O)c1ccc(Br)s1	9	-0.1	9	1.4
O=C(Nc1ccc(N2CCC(N3CCSCC3)CC2)cc1)C1CCCC1	-3	0.1	-2	-0.1
C=CCn1c2cc(C)sc2c2cnn(CC(=O)N3CCOCC3)c(=O)c21	-4	0.0	-3	0.5
COc1ccc(NC(=O)CCc2c(C)nc3c4c(C)cc(C)nc4nn3c2C)cc1Cl	-4	0.0	6	-0.1
CC1C(c2ccccc2)=[N+]([O-])C(C)(c2cccs2)N1O (centres undefined)	-7	-0.1	-8	-0.1
Brc1ccc(OCCCn2ccnc2)cc1	-7	0.4	14	-0.1
COC(=O)[C@H](Cc1ccccc1)NC(=O)OC1C(=O)c2ccc(OC)cc2O[C@H]1c1ccc2c(c1)OCO2 (some centres undefined)	-24	0.0	x	2.4
CCc1ccccc1NC(=O)Cn1c(=O)n(Cc2ccco2)c(=O)c2ccccc21	-10	-0.1	-24	-1.3

Twelve consecutive compounds already listed, for reference:
SMILES	MITF inh	FBW7 activator	TEAD-YAP inh	GPR151 ag
CC1CC(C)CN(C(=O)C2(S(=O)(=O)c3ccc(Cl)cc3)CC2)C1 (centres undefined)	14	0.3	-2	-1.3
COc1c(C)cccc1C(=O)Nc1ccc2oc(-c3ccncc3)nc2c1	6	-0.1	-6	-0.6
COc1ccc(C(=O)NCCn2cc(SC(=N)N)c3ccccc32)cc1	-4	-0.2	0	1.7
NC(=O)Cn1c(=O)n(-c2cccc(Cl)c2)c(=O)c2cc(-c3ccccc3)sc21	-16	-0.3	2	1.0
O=C(Nc1ccc2c(c1)oc1ccccc12)c1cc([N+](=O)[O-])ccc1Br	2	-0.2	33*	0.5
Cc1ccccc1-c1nc2cc(NC(=O)c3ccc4c(c3)OCCO4)ccc2o1	1	-0.1	-15	-0.4
COc1ccc([N+](=O)[O-])cc1NS(=O)(=O)c1ccc(Br)s1	9	-0.1	9	1.4
O=C(Nc1ccc(N2CCC(N3CCSCC3)CC2)cc1)C1CCCC1	-3	0.1	-2	-0.1
C=CCn1c2cc(C)sc2c2cnn(CC(=O)N3CCOCC3)c(=O)c21	-4	0.0	-3	0.5
COc1ccc(NC(=O)CCc2c(C)nc3c4c(C)cc(C)nc4nn3c2C)cc1Cl	-4	0.0	6	-0.1
CC1C(c2ccccc2)=[N+]([O-])C(C)(c2cccs2)N1O (centres undefined)	-7	-0.1	-8	-0.1
Brc1ccc(OCCCn2ccnc2)cc1	-7	0.4	14	-0.1

New compounds follow.
SMILES	MITF inh	FBW7 activator	TEAD-YAP inh	GPR151 ag
COc1ccc(SCCC(=O)Nc2nc3ccccc3s2)cc1	8	0.9	0	0.9
COCCN(C(=O)CC1(c2ccc(OC)cc2)CC(=O)N(CCC(C)C)C1=O)C(C)C (centres undefined)	-13	0.0	-51	-0.8
Cc1nc(=O)c(-c2ccccc2)c(C)n1CCCn1ccnc1	12	0.1	-3	0.2
CCCCOC(=O)c1ccc(NC(=O)c2ccc(-c3ccc(Cl)cc3)o2)cc1	1	0.1	-8	-0.7
COc1cccc(CN2CCC(N3CCN(c4ccccc4OC)CC3)CC2)c1	56*	0.0	3	-2.7
Cc1cc(C(F)(F)F)c(C#N)c(SCc2ccccc2[N+](=O)[O-])n1	-1	-0.1	-7	-0.2
CC1(C)Cc2[nH]c3ccccc3c2C(C)(C)N1	-1	-0.1	16	1.0
O=C(CCOc1ccccc1)Nc1ccnn1C1CCN(C(=O)C2=CCCC2)CC1	11	0.1	-1	0.3
COc1ccccc1N(CC(=O)NC(C)c1ccccc1)S(C)(=O)=O (centres undefined)	-11	-0.3	-12	2.0
Cn1ccnc1CNC(=O)CC1C(=O)NCCN1Cc1ccc(F)c(F)c1 (centres undefined)	0	-0.2	3	-0.9
COc1ccc(-c2cc(=O)oc3cc(OC(C)C(=O)O)ccc23)cc1 (centres undefined)	-2	0.0	5	0.3
CC(C)(C)CC(=O)Nc1nc2ccccc2s1	19	0.0	-49	-0.3
CCCCN(CC)C(=O)c1c[nH]c2ccc(S(=O)(=O)N(C)c3ccc(C)c(C)c3)cc2c1=O	1	-0.1	12	1.0
COc1cccc(C2=N/C(=C\C(C)=C\c3ccccc3)C(=O)O2)c1	10	0.0	-2	1.1
CCSc1nc2c(c(=O)n1-c1cccc(Br)c1)C1(CCCCC1)Cc1ccccc1-2	14	0.7	5	-0.4

Single entries from the entries so far:
COc1ccc(SCCC(=O)Nc2nc3ccccc3s2)cc1 in GPR151 ag is entered as 0.9
COCCN(C(=O)CC1(c2ccc(OC)cc2)CC(=O)N(CCC(C)C)C1=O)C(C)C (centres undefined) in TEAD-YAP inh is entered as -51

(more compounds)
SMILES	MITF inh	FBW7 activator	TEAD-YAP inh	GPR151 ag
Cc1cc2[nH]c(=O)c(=O)[nH]c2cc1S(=O)(=O)N1CCCC(C)C1 (centres undefined)	-1	-0.1	0	1.8
CC1(C)CC(NC(=O)/C=C/C(=O)NC2CC(C)(C)NC(C)(C)C2)CC(C)(C)N1	1	-0.1	-2	-0.4
CCC12CN3CC(CC)(CN(C1)C3c1ccc(OC)cc1)C2=O (centres undefined)	4	0.3	-3	0.8
COc1cccc(C2CC(c3cccs3)=NN2C(=O)CSc2nnc(CNC(=O)Cc3ccccc3)n2C)c1OC (centres undefined)	4	-0.1	3	-0.8
CC1(C)CC(=O)c2cc(C(=O)Nc3ccccc3Cl)c(=O)n(-c3ccccc3)c2C1	5	0.4	-11	0.9
COc1ccc(OC)c(C2CC(=O)c3c(ccc4ccccc34)N2)c1 (centres undefined)	4	-0.2	13	0.8
Cc1ccc([N+](=O)[O-])cc1S(=O)(=O)Nc1ccc(I)cc1	10	0.4	6	1.5
Cc1sc2nc(C)n3c(=O)n(CC(=O)N4CCCCC4C)nc3c2c1C (centres undefined)	0	-0.2	-2	0.7
O=C(Nc1ccc(-c2nc3ccccc3[nH]2)cc1)c1ccc(S(=O)(=O)N2CCCc3ccccc32)cc1	-7	-0.2	-11	-0.2
Cc1cc(CN2CCN(Cc3ccccc3)CC2)cs1	3	0.1	4	-0.3
Cc1ccccc1NC(=O)N1CCN(c2nc(-c3ccc(F)cc3)cs2)CC1	-6	0.1	-7	-0.5
COc1ccc(NC(=O)C2C3C=CC4(O3)C2C(=O)N(C(C)c2ccccc2)C4C(=O)NC2CCCCC2)cc1 (centres undefined)	-21	0.0	6	0.2
CCOC(=O)c1sc(NC(=O)C(C)Sc2nnc(CNC(=O)COc3ccccc3)n2C2CCCCC2)c(C(=O)OCC)c1C (centres undefined)	-6	-0.3	4	-0.1
Cc1cccc(N(CC(N)=O)S(C)(=O)=O)c1C	3	0.1	11	2.6
C=CCNC(=O)c1cc(-c2ccccc2O)on1	11	0.2	-50	-0.9
CC(=O)C(Cc1ccccc1)(Cc1ccccc1)C(C)=O	9	0.4	-23	-0.4
CCCCCNc1nc2c(C)cccn2c(=O)c1/C=C1/SC(=S)N(CC(=O)O)C1=O	-2	-0.1	-3	0.2
O=C(NCCc1nnc2ccc(NCc3cccnc3)nn12)c1ccccc1	5	0.1	-1	-0.7
COc1ccc(CC(=O)Nc2nc3c(s2)COc2ccccc2-3)cc1C	-4	0.1	-3	2.7
Cc1nnc(SCC(=O)Nc2ccc3nc(SCC(=O)NC4CCCCC4)sc3c2)s1	2	-0.1	-2	0.8
CC12CC(NC(=O)N1c1cc(F)ccc1F)c1cc(Br)ccc1O2 (centres undefined)	8	0.2	1	2.7

High-throughput results: PubChem, The Scripps Research Institute Molecular Screening Center
